High-throughput results deposited in PubChem by NCI.
Growth percent in the NCI-60 one-dose screen (48 h, 10 µM unless noted): 100 = growth as untreated, 0 = no growth, -100 = all killed.
T-47D: T-47D breast cancer. 79,000 tested, 5% active. AID 1794792
SK-MEL-2: SK-MEL-2 melanoma | 77,000 tested, 4.7% active | AID 1794763
SK-MEL-28: SK-MEL-28 melanoma; 81,000 tested, 4.1% active; AID 1794761
MALME-3M: MALME-3M melanoma; 78,000 tested, 5.8% active; AID 1794766
UACC-257: UACC-257 melanoma; AID 1794764; 78,000 tested, 4.4% active
LOX IMVI: LOX IMVI melanoma. AID 1794757. 79,000 tested, 7.4% active
SK-MEL-5: SK-MEL-5 melanoma; 80,000 tested, 6.4% active; AID 1794755
HS 578T: HS 578T breast cancer; 78,000 tested, 4.1% active
* marks the source's active call; other numbers are inactive results; · = no result given; & = joins results of further samples. The calls were made as follows: active = growth percent below 10; inactive = the rest.

Screens in order – T-47D	SK-MEL-2	SK-MEL-28	MALME-3M	UACC-257	LOX IMVI	SK-MEL-5	HS 578T
CC1O[C@@H](c2ccccc2)OC2COC(c3ccccc3)OC12 (stereo not given in full)
 : 90.6	95.4	118.2	98.6	111.4	94.5	98.7	103.0
CC(=O)Nc1ccc(C(=O)NC(=S)Nc2ccc(C(=O)O)cc2)cc1
 : 96.3	99.7	100.5	88.7	103.3	88.8	100.4	86.2
COC(=O)c1nc(-c2ccccc2)oc1S(=O)(=O)N1CCC(C)CC1
 : 39.3	85.3	92.9	87.8	79.2	55.6	99.5	99.6
COc1ccc(C2=C/C(=C\c3ccccc3O)C(=O)N2Cc2ccccc2)cc1
 : 68.9	51.4	79.9	63.4	71.7	81.0	66.2	74.8
Clc1cc(Cl)cc(-c2nn3c(-c4cc(Cl)cc(Cl)c4Cl)nnc3s2)c1
 : 86.9	86.6	116.2	71.6	98.7	89.5	83.6	76.4
O=C1OC(=O)C2CCCCC12 (stereo not given)
 : 112.8	107.5	·	139.5	100.7	101.7	103.1	123.3
O=C(Nc1cccc([N+](=O)[O-])c1)NN1CCCCCC1
 : 81.7	104.6	111.9	·	105.0	97.2	96.0	97.2
CCOC(=O)C(C(=O)OCC)N1C(=O)c2ccccc2C1=O
 : 101.9	114.1	105.6	106.9	105.7	93.2	106.7	116.2
CC1=C2[C@@H](CC1)[C@]1(C)O[C@@](C(C)C)(C[C@H]1OC(=O)CO)[C@H]2OC(=O)CCCc1ccccc1
 : 25.3	66.8	90.2	57.3	85.1	52.3	66.8	-4.0*
C/C(=N/O)c1ccc(NC(=O)CSc2nnc(-c3ccc4nc(-c5ccccc5)[nH]c4c3)o2)cc1
 : 99.1	124.3	116.4	60.1	118.1	88.8	94.0	105.9
Cc1cc(C)n(CO)n1
 : 95.5	102.7	116.7	101.2	102.3	94.1	103.8	108.5
COc1cc(CNC(=O)/C=C/c2ccccc2)ccc1OCc1cn(-c2cccc(C(F)(F)F)c2)nn1
 : 80.0	100.3	92.3	91.1	85.1	97.9	90.5	63.5
NCCCC[C@H](NC(=O)[C@@H]1CCCN1C(=O)Cc1cccc2ccccc12)C(=O)NCc1nc2ccccc2[nH]1
 : 96.9	104.8	107.3	101.0	96.6	100.6	95.5	98.5
COc1ccc(CN2[C@H](C(=O)NCCCCCCC(=O)NO)Cc3c([nH]c4ccccc34)[C@H]2C2CC2)cc1
 : -10.3*	-16.7*	9.8*	1.5*	9.9*	-100.0*	-88.0*	-1.3*
Cn1cc(-c2nc(-c3cn(C)c4ncccc34)cs2)c2cc(Cl)ccc21
 : 88.0	90.2	98.8	·	87.3	·	100.6	91.5
CCCCCCCCCCCCCCCCCC(=O)Nc1ccc(C)cc1NC(=O)CCCCCCCCCCCCCCCCC
 : 109.3	98.6	115.0	77.6	106.5	93.8	96.3	101.9
NS(=O)(=O)c1ccc(NCc2cn(-c3ccc(C(=O)O)cc3)nc2-c2ccc(F)cc2)cc1
 : 92.9	96.0	103.6	108.5	100.8	99.8	103.9	96.8
CNC(=O)c1cc(-n2ccc3cc(NS(=O)(=O)c4ccc(Cl)c(Cl)c4)ccc32)ccn1
 : 77.3	95.0	103.6	97.2	106.9	100.7	86.4	104.3
O=C(Nc1cccnc1)c1cccc([N+](=O)[O-])c1
 : 106.2	115.0	162.0	78.1	17.4	95.8	105.7	161.4
O=C(c1ccc(Cl)cc1)N1CCN(c2ccccc2)CC1
 : 123.9	105.4	109.8	90.2	98.3	93.1	96.3	100.7
O=C(CCN1CCCC1)c1ccccc1
 : 96.9	107.8	105.8	119.7	99.1	95.5	101.8	102.3
COc1cc2cc(Oc3ccc(NC(=O)Nc4cccc(C(F)(F)F)c4)cc3)c(C)nc2cc1OCCN(C)C
 : 91.8	110.6	91.6	84.7	100.1	-74.9*	81.2	112.0
CCCCSc1nnc(-c2c(C)nc3ccc(Cl)cn23)o1
 : 72.9	95.1	100.5	98.2	97.2	82.9	76.5	84.6
OCc1cccnc1
 : 106.1	94.0	111.0	120.8	91.2	103.8	115.9	97.2
Nc1nc(NC2CC2)c2ncn(C3C=C[C@@H](CO)C3)c2n1 (stereo not given in full)
 : 95.8	92.7	118.7	105.6	107.0	100.8	97.8	105.1
COc1ccc(Nc2nc3ccc(NC(C)=O)cc3[nH]c2=O)cc1
 : 100.4	111.8	104.0	112.5	93.8	110.3	101.9	109.9
C=C(C)CN(CC(=C)C)C(=N)OC
 : 90.6	103.8	114.5	·	102.5	96.2	107.8	107.1
C=CC[n+]1cccc(C(N)=O)c1
 : 93.0	103.4	108.0	86.4	110.1	104.7	97.5	109.9
Nc1ccc(Br)c(C(F)(F)F)c1
 : 102.6	104.5	114.9	107.7	108.8	105.6	109.0	114.1
CC(C)(C)N1Oc2cncc(Br)c2C1c1ccccc1 (stereo not given)
 : 91.7	94.6	122.0	100.7	94.8	109.4	110.8	101.4
CCCCCC(=O)OCCC
 : 104.9	97.0	101.7	103.5	93.0	105.6	102.0	·
CC1=C(C)C(=O)OC([C@](C)(O)C2(O)CCC3C4C(CC[C@@]32C)[C@@]2(C)C(=O)C=CC[C@]2(O)[C@H]2O[C@@H]42)C1 (stereo not given in full)
 : 102.0	104.0	107.8	107.2	96.2	94.2	96.8	103.9
CCOC(=O)C1=CCC(n2cc(C)c(=O)[nH]c2=O)O1 (stereo not given)
 : 99.1	105.3	112.1	120.2	96.3	98.6	111.7	104.1
COc1ccc(C/C(C)=C(/c2ccc(OCCN3CCCCCC3)cc2)c2ccc(OC(=O)c3ccccc3)cc2)cc1
 : 71.9	97.4	105.5	103.8	100.1	90.7	109.0	98.5
COc1ccc(NS(=O)(=O)c2ccc(NC3=C(Cl)C(=O)c4nc(C)ccc4C3=O)cc2)nn1
 : 85.8	101.7	114.7	102.0	93.1	91.5	95.4	89.2
Clc1ccc(C2CC(c3cccc(Nc4ccnc5cc(Cl)ccc45)c3)=NN2c2ccccc2)cc1 (stereo not given)
 : 74.1	·	88.6	93.8	86.7	88.5	64.4	94.8
N#C/C(=C\c1ccc2c(c1)OCO2)c1nc(N)nc(Nc2ccc(S(N)(=O)=O)cc2)n1
 : 98.2	112.2	119.0	109.3	100.8	97.0	91.7	102.5
Cc1cccc(C)c1Nc1nnc(-c2ccc(F)cc2)o1
 : 110.3	105.1	100.1	96.5	116.4	95.1	98.9	108.3
CC1(C)C(=O)/C(=C\c2ccncc2)C[C@]2(C)[C@H]3CC=C4[C@@H]5C[C@@](C)(C(=O)O)CC[C@]5(C)CC[C@@]4(C)[C@]3(C)CC[C@@H]12
 : ·	101.3	97.8	103.9	93.0	100.0	103.2	89.0
O=C1N(c2ccccc2)C(=S)N[C@]12[C@H](c1ccccc1)C1CCCN1[C@]21C(=O)NC2C=CC(Cl)=C[C@H]21 (stereo not given in full)
 : 79.6	91.0	117.4	97.0	69.8	100.3	93.1	83.6

Given tab-delimited: entries from further up
SMILES	T-47D	SK-MEL-2	SK-MEL-28	MALME-3M	UACC-257	LOX IMVI	SK-MEL-5	HS 578T
CC1=C(C)C(=O)OC([C@](C)(O)C2(O)CCC3C4C(CC[C@@]32C)[C@@]2(C)C(=O)C=CC[C@]2(O)[C@H]2O[C@@H]42)C1 (stereo not given in full)	102.0	104.0	107.8	107.2	96.2	94.2	96.8	103.9
CCOC(=O)C1=CCC(n2cc(C)c(=O)[nH]c2=O)O1 (stereo not given)	99.1	105.3	112.1	120.2	96.3	98.6	111.7	104.1
COc1ccc(C/C(C)=C(/c2ccc(OCCN3CCCCCC3)cc2)c2ccc(OC(=O)c3ccccc3)cc2)cc1	71.9	97.4	105.5	103.8	100.1	90.7	109.0	98.5
COc1ccc(NS(=O)(=O)c2ccc(NC3=C(Cl)C(=O)c4nc(C)ccc4C3=O)cc2)nn1	85.8	101.7	114.7	102.0	93.1	91.5	95.4	89.2
Clc1ccc(C2CC(c3cccc(Nc4ccnc5cc(Cl)ccc45)c3)=NN2c2ccccc2)cc1 (stereo not given)	74.1	·	88.6	93.8	86.7	88.5	64.4	94.8
N#C/C(=C\c1ccc2c(c1)OCO2)c1nc(N)nc(Nc2ccc(S(N)(=O)=O)cc2)n1	98.2	112.2	119.0	109.3	100.8	97.0	91.7	102.5
Cc1cccc(C)c1Nc1nnc(-c2ccc(F)cc2)o1	110.3	105.1	100.1	96.5	116.4	95.1	98.9	108.3
CC1(C)C(=O)/C(=C\c2ccncc2)C[C@]2(C)[C@H]3CC=C4[C@@H]5C[C@@](C)(C(=O)O)CC[C@]5(C)CC[C@@]4(C)[C@]3(C)CC[C@@H]12	·	101.3	97.8	103.9	93.0	100.0	103.2	89.0
O=C1N(c2ccccc2)C(=S)N[C@]12[C@H](c1ccccc1)C1CCCN1[C@]21C(=O)NC2C=CC(Cl)=C[C@H]21 (stereo not given in full)	79.6	91.0	117.4	97.0	69.8	100.3	93.1	83.6

Further compounds
Screens in order – T-47D	SK-MEL-2	SK-MEL-28	MALME-3M	UACC-257	LOX IMVI	SK-MEL-5	HS 578T
COC(=O)C/C(=C\c1ccc2c(c1)OCO2)C(=O)OC
 : 96.0	110.6	100.5	93.8	108.2	96.3	105.5	111.6
O=c1[nH]n(-c2nnc3n2N=C(c2ccc(Cl)cc2)CS3)c(=O)c2ccccc12
 : 98.4	102.3	·	101.5	98.2	99.5	100.7	87.3
CC(=O)Oc1ccc(/C=N/NC(N)=S)nc1
 : 52.0	79.2	65.7	97.8	81.4	47.7	14.6	127.3
Fc1ccc(-c2cnn3cc(-c4ccccc4)cnc23)cc1
 : 95.0	96.8	113.3	102.5	110.5	103.3	104.4	91.4
C[C@@H](c1ccc2nccn2c1)n1nnc2ncc(-c3cnn(C)c3)nc21
 : 102.2	·	107.9	107.6	76.3	89.4	89.0	·
COc1cc(/C=C(\C#N)C(=O)N2c3ccccc3Sc3ccc(SC)cc32)cc(OC)c1OC
 : 95.0	101.8	106.0	96.7	93.0	102.6	100.2	97.3
CC(=O)Oc1cccc2ccccc12
 : 105.2	112.6	106.4	97.4	111.6	97.3	99.5	102.9
CCNC(=O)N1CCc2cc(OC)c(OCCc3ccc(OC)nc3)cc2C1c1ccc(C)cc1C (stereo not given)
 : 61.0	1.7*	41.5	51.5	41.9	4.0*	-31.6*	-2.8*
Cc1ccc(C2=Nc3c(N)ncnc3NC(c3ccc4c(c3)OCO4)C2)cc1 (stereo not given)
 : 70.5	61.8	58.0	51.8	96.2	59.3	33.3	78.0
COc1ccc(NC(=O)c2sc3ncc(Br)cc3c2N)cc1
 : 89.8	95.1	106.9	104.0	109.6	100.0	100.2	·
COc1ccccc1CC(=O)O
 : 110.6&111.1	88.5&115.5	117.0&101.0	110.6&105.7	98.3&89.4	110.0&112.2	102.3	105.1&107.4
CC(C)c1cc(C(C)C)c(S(=O)(=O)OCCO[C@H]2Cc3cc4ccc(=O)oc4cc3OC2(C)C)c(C(C)C)c1
 : ·	56.6	52.1	58.9	11.8	61.6	14.1	65.2
CC(C)(c1ccccc1)C(C)(C)c1ccccc1
 : 91.1	121.6	·	91.5	78.3	98.2	99.2	·
CCOC(=O)COc1nc(-c2cnccn2)cc(-c2cccs2)c1C#N
 : 82.4	115.0	99.6	92.6	114.9	·	95.5	117.1
CCOC(=O)/C(=C\c1ccccc1)C(=O)O
 : 114.8	122.3	106.2	105.7	116.2	99.0	98.9	99.6
N#CCCn1ccc2ccccc21
 : 105.0	126.0	107.0	112.5	103.3	98.1	100.6	94.9
O=C(O)c1ccc(Nc2ccc(N=Cc3c(O)[nH]c4ccccc34)cc2)cc1
 : 113.1	103.2	114.6	99.8	105.4	93.1	98.3	99.5
N#C/C(=C\c1ccc(-c2ccc(Cl)cc2)o1)C(=O)Nc1ncc(Cc2ccc(Cl)cc2)s1
 : 14.3	95.4	34.2	5.4*	-28.3*	15.5	94.7	25.6
COc1cccc(/C=C2\S/C(=N/c3nccs3)NC2=O)c1
 : 40.3	93.3	60.4	82.3	81.7	38.9	47.2	69.2
CCCCCC1CCCCN1C(=O)OCCC (stereo not given)
 : 107.8	101.0	102.2	97.2	91.3	104.6	105.8	·
Cc1cccc(C)c1NC(N)=O
 : 101.0	109.6	106.7	103.9	105.9	108.1	106.0	·
O=C(O)c1ccccc1I
 : 106.1	118.6	106.5	90.0	121.3	87.4	108.5	98.9
